# Source: PubChem
# zVAD death inh: blocks zVAD induced death of L929 cells; L929 zVAD necroptosis rescue, ATP luminescence, 24 h; with zVAD 60 µM; viability rescue, % at 10 µM; hit rate 0.38% among 220,000;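 active = activation, scaled between plate controls, above about 75%, limit read from the data; inactive = activation under that limit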;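 note: 0% = zVAD with DMSO and 100% = DMSO alone without zVAD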
# Hck-Nef inh: inhibitors of human Hck kinase activated by Nef | P08631 | Recombinant Hck-YEEI plus Nef, Z-Lyte FRET kinase assay | inhibition, % at 20 µM | hit rate 0.68% among 220,000 | AID 463187;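 active = Hck-Nef kinase inhibition above about 50%, limit read from the data; inactive = inhibition below that limit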;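 note: 0% = DMSO with Hck plus Nef and 100% = Hck alone without Nef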
# Target sequence (P08631 whole entry, looked up): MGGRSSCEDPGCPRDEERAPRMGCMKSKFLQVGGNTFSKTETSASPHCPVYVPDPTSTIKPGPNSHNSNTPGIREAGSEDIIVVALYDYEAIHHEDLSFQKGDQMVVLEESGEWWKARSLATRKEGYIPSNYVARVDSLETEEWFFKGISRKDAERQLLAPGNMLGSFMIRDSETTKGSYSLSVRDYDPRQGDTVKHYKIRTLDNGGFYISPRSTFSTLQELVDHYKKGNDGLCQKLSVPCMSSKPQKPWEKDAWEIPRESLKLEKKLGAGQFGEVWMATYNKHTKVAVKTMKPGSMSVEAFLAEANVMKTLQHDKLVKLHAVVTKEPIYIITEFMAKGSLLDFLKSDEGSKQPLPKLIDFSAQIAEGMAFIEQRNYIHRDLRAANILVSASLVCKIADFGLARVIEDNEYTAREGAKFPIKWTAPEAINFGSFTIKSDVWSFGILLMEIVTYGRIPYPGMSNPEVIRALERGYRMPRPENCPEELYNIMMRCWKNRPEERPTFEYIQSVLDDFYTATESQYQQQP
# FXIa inh 1536: inhibitors of human coagulation factor XIa; P03951; inhibition, % at 5 µM; purified FXIa, Boc-Glu-Ala-Arg-AMC fluorogenic substrate; hit rate 0.14% among 220,000;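 active = inhibition of at least 40%; inactive = inhibition below 40%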;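 note: fluorescence of freed AMC excited at 355 nm; 0% = enzyme without compound and 100% = no enzyme blank; many of its hits are not listed in these tables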
# Thrombin inh: inhibitors of human thrombin; P00734; alpha-thrombin, Boc-VPR-AMC fluorogenic substrate cleavage; inhibition, % at 5 µM; hit rate 0.26% among 220,000;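 active = inhibition at or above 40%; inactive = inhibition below 40%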;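 note: 0% = enzyme with no compound and 100% = wells without enzyme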
#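 Material: human alpha-thrombin protein; Also added: Boc-VPR-AMC substrate, 15 µM final; Timing: enzyme reaction carried out at room temperature; Signal: fluorescence, ex 355 nm, em 460 nm; Measure: % inhibition of thrombin; Controls: enzyme without compound as high, wells lacking enzyme as low.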
# FXIIa inh: blocks human coagulation factor XIIa protease activity | purified FXIIa, Boc-QGR-AMC fluorogenic substrate, 2 h | inhibition, % at 5 µM | hit rate 0.3% among 220,000 | AID 800; in the data active = inhibition above about 40%;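 note: 0% = enzyme with no compound and 100% = blank without enzyme; many of its hits are not listed in these tables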
# Target sequence (P00748 20-372 limits assumed): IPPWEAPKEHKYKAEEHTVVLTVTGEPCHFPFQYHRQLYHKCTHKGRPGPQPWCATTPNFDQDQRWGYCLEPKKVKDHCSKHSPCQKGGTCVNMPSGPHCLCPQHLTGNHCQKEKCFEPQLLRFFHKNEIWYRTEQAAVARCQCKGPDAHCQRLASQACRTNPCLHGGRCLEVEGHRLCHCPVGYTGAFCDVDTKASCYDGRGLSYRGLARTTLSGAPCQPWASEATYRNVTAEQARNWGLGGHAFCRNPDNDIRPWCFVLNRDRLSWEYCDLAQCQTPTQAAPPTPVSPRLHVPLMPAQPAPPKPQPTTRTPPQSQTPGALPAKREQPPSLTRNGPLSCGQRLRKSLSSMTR
# Target sequence (P00748 373-615 limits assumed): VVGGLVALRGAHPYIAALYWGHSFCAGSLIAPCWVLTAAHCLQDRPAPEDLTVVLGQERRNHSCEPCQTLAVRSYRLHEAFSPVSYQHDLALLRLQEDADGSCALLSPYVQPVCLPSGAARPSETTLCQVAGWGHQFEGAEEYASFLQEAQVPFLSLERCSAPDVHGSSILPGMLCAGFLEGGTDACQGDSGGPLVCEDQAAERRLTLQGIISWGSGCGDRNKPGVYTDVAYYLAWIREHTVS
# Rad51 HR inh: blocks human Rad51 in homologous recombination | Q06609 | hRad51 DNA strand exchange, fluorescence dequenching | inhibition, % at 10 µM | hit rate 0.085% among 200,000;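 active = inhibition above 40% at the single screening dose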;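 note: 0% = DMSO control wells and 100% = blanks with heterologous ssDNA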
#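 Test system – preformed human Rad51 ssDNA filaments · Reagent – Donor/quencher-labelled 47-bp dsDNA substrate · Incubation – 37 °C 15-min filament assembly, 30-min compound preincubation, 15-min exchange · Signal – FRET fluorescence dequenching, excitation 485 nm, emission 520 nm · Read-out – percent inhibition from fluorescence, normalised to plate control and blank means · Benchmarks – plate control and blank wells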
# hK5 inh: kallikrein 5 (human) inhibition; Q9Y337; hit rate 0.59% among 210,000; recombinant hK5, fluorogenic AMC substrate cleavage; inhibition, % at 5 µM;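 active = inhibition of 40% or more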;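 note: 0% = enzyme controls without compound and 100% = no-enzyme blanks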
# TNF death inh: blocks TNF-alpha induced death of Jurkat FADD-/- cells; Jurkat FADD-/- TNF necroptosis rescue, ATP luminescence, 24 h; 0 = TNF only, 100 = no-TNF cells; activation (protection from cell death), % at 10 µM; hit rate 0.068% among 220,000;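 active = activation, meaning protection from cell death, of at least 50% relative to plate controls; inactive = activation below 50%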;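 note: necroptosis triggered by 40 ng/mL TNF-alpha added together with compound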
# Cl transport mod: KCC2 (human) Cl- transport modulation; Q9H2X9; KCC2 cells, thallium flux FluoZin-2 fluorescence; B-score of Tl+ flux slope (higher = more flux/activation; lower = inhibition) at 10 µM; hit rate 2.2% among 190,000;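 active = thallium flux slope and its plate-corrected score both differing from the plate sample mean at a set confidence after two filtering rounds, in either direction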;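 note: slope of fluorescence scaled to starting intensity during 10 to 20 s after thallium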
# The depositor's hits bear a star; i = inactive; nt = not tested or not shown. Some of the compounds tested; count on the stated rates, not on these rows.
SMILES,zVAD death inh,Hck-Nef inh,FXIa inh 1536,Thrombin inh,FXIIa inh,Rad51 HR inh,hK5 inh,TNF death inh,Cl transport mod
O=C(NC1CCCC1)C(c1ccsc1)N(C(=O)Cc1cccs1)c1ccccc1 (stereo unspecified),0.2,3,-3,-2,7,-4,-32,-3.4,nt
Cc1cc(NCCCO)n2c(nc3ccccc32)c1C#N,nt,-17,2,-5,-2,nt,-36,1.0,0.2
COc1ccc(CCNC(=O)c2ccc(Cl)cc2)cc1,-0.3,2,5,4,16,-2,-12,2.2,0.44
CCOC(=O)c1c(NC(=O)C(C)Sc2cn(C)c3ccccc23)sc2c1CCC2 (stereo unspecified),nt,-11,4,5,14,nt,-3,-0.8,i
COC(OC)c1ccc(C#N)c(SCc2ccc(C)cc2)n1,-0.5,-3,-7,2,5,16,-3,0.4,-0.59
CCN(CC)CCN1C(=O)c2ccccc2NC1c1ccc(F)cc1 (stereo unspecified),0.1,3,0,-3,4,3,-72,0.2,0.39
Cc1[nH]n(-c2ccccc2)c(=O)c1N=Nc1nccs1,0.0,8,-2,-3,-3,-2,-19,-3.8,25*
O=c1c2ccccc2nc(-c2ccc([N+](=O)[O-])cc2)n1O,0.3,-12,10,0,0,2,-16,0.0,9*
CCN(CC)c1ccc(S(=O)(=O)N2CCOCC2)cc1NC(=O)CN1CCN(Cc2ccccc2)CC1,-0.1,27,0,-1,17,4,-2,2.6,-1.6
O=C(NC1CCCC1)C(c1cccs1)N(C(=O)c1ccco1)c1ccc2c(c1)OCCO2 (stereo unspecified),-0.1,2,11,3,9,1,-24,-3.8,0.52
Cc1ccccc1Nc1nc(N)nc(COC(=O)c2cccc(S(=O)(=O)NCc3ccccc3)c2)n1,0.0,-31,6,-4,8,nt,-5,-6.2,-2.7
COC(=O)Cc1ccc(NC(=S)NCC(C)C)cc1,0.1,-1,-5,-8,2,2,-22,1.9,1
Cc1ccc(NC(=O)COc2ccccc2CNC(C)(C)CC(C)(C)C)cc1,-0.8,2,-7,-2,4,2,-17,-1.1,0.61
CCCN1C2=NCCN2c2cc(C)c(C)cc21,-0.6,3,-6,2,1,6,6,-3.7,-0.24
CC(C)(C)C(O)CN1CCCC1 (stereo unspecified),5.1,24,3,-1,13,2,8,-0.1,1.3
O=C(O)c1cc(-c2cccnc2)nc2ccccc12,0.5,10,3,-5,6,nt,3,2.7,-0.069
COc1ccc(Nc2nc(Cl)nc(Nc3ccc(OC)cc3)n2)cc1,28,20,-6,11,2,2,-4,2.1,-0.56
CC1(C)C=C(c2ccc(C=O)s2)CC(C)(C)N1,0.1,-1,-6,-3,8,-3,3,-1.2,-0.34
CCS(=O)(=O)N1CCCC(C(=O)NCc2ccc3c(c2)OCO3)C1 (stereo unspecified),0.7,-1,-17,0,18,13,10,0.9,nt
O=C(Cn1ncc2c3ccccc3n(Cc3ccc(F)cc3)c2c1=O)N1CCN(c2ncccn2)CC1,-1.2,-1,1,-2,-1,4,-20,-1.7,-1.8
NS(=O)(=O)c1ccc(NC2(C(=O)O)CCCC2)cc1,-0.1,-13,-13,-5,2,-9,37,0.8,1.3
CCC(CC)C(=O)NCc1ccc(Cl)cc1,4.4,-2,2,1,11,8,1,14,0.61
Cc1cccc(OCCNc2cc(N3CCOCC3)ccc2[N+](=O)[O-])c1,-0.2,0,3,4,17,-10,0,-8.8,nt
COc1cc2c(cc1OC)C(C)N(C(=O)CCN1C(=O)C3C4C=CC(C4)C3C1=O)CC2 (stereo unspecified),2.2,-1,-6,-6,2,6,6,0.7,0.88
CCOC(=O)C1=NOC(CN(c2ccccc2)S(=O)(=O)c2ccc(Cl)cc2)C1 (stereo unspecified),4.4,16,-2,-1,8,-2,0,0.3,-1.7

# Structural class: the compounds so far containing a nitro group on carbon.
SMILES,zVAD death inh,Hck-Nef inh,FXIa inh 1536,Thrombin inh,FXIIa inh,Rad51 HR inh,hK5 inh,TNF death inh,Cl transport mod
O=c1c2ccccc2nc(-c2ccc([N+](=O)[O-])cc2)n1O,0.3,-12,10,0,0,2,-16,0.0,9*
Cc1cccc(OCCNc2cc(N3CCOCC3)ccc2[N+](=O)[O-])c1,-0.2,0,3,4,17,-10,0,-8.8,nt

# Returning to the listing, repeating the 2 entries before the break.
SMILES,zVAD death inh,Hck-Nef inh,FXIa inh 1536,Thrombin inh,FXIIa inh,Rad51 HR inh,hK5 inh,TNF death inh,Cl transport mod
COc1cc2c(cc1OC)C(C)N(C(=O)CCN1C(=O)C3C4C=CC(C4)C3C1=O)CC2 (stereo unspecified),2.2,-1,-6,-6,2,6,6,0.7,0.88
CCOC(=O)C1=NOC(CN(c2ccccc2)S(=O)(=O)c2ccc(Cl)cc2)C1 (stereo unspecified),4.4,16,-2,-1,8,-2,0,0.3,-1.7
O=C(/C=C/c1ccc(Cl)cc1Cl)Nc1cccc(S(=O)(=O)NC2=NCCC2)c1,3.3,24,3,nt,4,0,-1,2.1,0.59
CC(C)C(C)NC(=O)COc1ccc(OCc2ccccc2)cc1 (stereo unspecified),0.7,18,-4,-14,10,-1,-1,0.1,-0.26
O=C(NCc1ccc2c(c1)OCO2)c1ccc(S(=O)(=O)NCC2CCCO2)cc1 (stereo unspecified),-0.7,-3,1,-1,13,-6,0,-1.5,0.5
Cc1cc(NC(=O)C2CC2)ncc1NC(=O)c1ccccn1,26,16,-4,-6,2,13,-4,-2.5,-0.65
COc1ccc(CN2CCN(Cc3cn(C)nc3-c3ccccc3)CC2CCO)c(C)c1C (stereo unspecified),5.3,20,-5,-3,4,-4,-5,1.4,-0.41
COc1ccc2[nH]cc(CCNC(=S)NCCc3ccccc3)c2c1,0.5,18,-5,-1,7,-11,-5,-0.3,-3
COC(=O)/C(C#N)=C/c1c(-c2ccccc2)nc2n1CCS2,2.1,11,7,-5,16,27,-3,1.5,0.33
Cc1cc(C)n2nc(C(=O)N/N=C/c3ccc(O)cc3)nc2n1,8.9,20,3,-4,7,-1,4,-0.6,0.18
CN1CCC2(CC1)NC(=O)NC2=O,0.6,-1,6,3,23,3,2,1.8,1.4
CCCOc1ccc(NC(=O)C2CC(=O)N/C(=N/N=C(\C)CCc3ccc4c(c3)OCO4)S2)cc1 (stereo unspecified),-0.3,5,9,0,13,13,-13,0.9,0.17
COC(=O)C1=C(C)N(c2ccc(C)cc2)/C(=C/c2cccs2)C1=O,-0.6,1,0,-9,18,-8,-6,-8.2,0.42
COc1ccc(-c2[nH]ncc2CN(CCO)Cc2cccs2)c(F)c1,0.4,7,5,3,15,13,nt,1.1,-0.99
COc1ccc(CCNC(=O)c2ccc(=O)[nH]n2)cc1OC,1.8,4,-4,-9,14,-8,-17,0.0,nt
C=CCn1c(Oc2cc(C)ccc2C)nc2c1c(=O)n(C)c(=O)n2C,-0.4,1,-3,-5,9,2,-12,-1.5,nt
O=C(NCC(c1ccco1)N1CCN(c2ccc(F)cc2)CC1)OCc1ccccc1 (stereo unspecified),1.8,0,-5,-7,2,-3,12,2.0,-1.1
O=C(CSc1ncnc2c1oc1ccccc12)Nc1cccc(F)c1,2.7,0,4,3,11,-1,-20,0.1,nt
CCC1=C(OC(=O)N(CC)CC)N2C(=O)OC(=NCCc3c[nH]c4ccccc34)[C@]2(Cc2ccccc2)[C@H]2C1=CC[C@H]1C(=O)N(CC(=O)OC)C(=O)[C@H]12,0.0,27,0,-4,4,4,2,-1.6,-0.4
Cc1[nH]c2ccc(-c3n[nH]c(=S)n3Cc3ccccc3)cc2c1C,1.1,6,7,-3,18,6,-10,2.2,-1.3
CCOC(=O)C1=C(Nc2ccccc2)OCC1=O,0.3,0,-1,-2,1,4,-1,-0.8,nt
CC(C)(C)c1cc(C(c2cccnc2)N2CCN(CCO)CC2)cc(C(C)(C)C)c1O (stereo unspecified),19,33,-1,-1,7,-9,-3,-25,-0.12
CCCNC(=O)CSc1nc2[nH]ncc2c(=O)[nH]1,2.1,36,-5,-1,0,5,-14,1.0,0.14
Cc1nc2c(C)cccn2c1/C(O)=C1\C(=O)C(=O)N(CCN(C)C)C1c1ccncc1 (stereo unspecified),0.0,3,17,2,19,-10,-15,-3.5,0.085
C=CCOC(=O)C1=C[C@@H](C2CCCCC2)C[C@@H](OCc2ccc(CO)cc2)O1,0.9,-2,-2,-10,1,-9,-4,2.1,1.3
CC(OC(=O)COc1ccccc1[N+](=O)[O-])C(=O)Nc1ccc(N2CCOCC2)cc1 (stereo unspecified),-0.7,-12,6,3,4,23,-1,-0.9,-0.29
Cc1nc(CCN2C(=O)c3ccccc3C2=O)cs1,0.1,3,0,0,-2,8,5,-2.1,nt

# Other entries follow.
SMILES,zVAD death inh,Hck-Nef inh,FXIa inh 1536,Thrombin inh,FXIIa inh,Rad51 HR inh,hK5 inh,TNF death inh,Cl transport mod
O=C(C1CC1)N1CCc2cc(S(=O)(=O)NCC3COc4ccccc4O3)ccc21 (stereo unspecified),0.6,0,-6,2,21,nt,10,-0.4,nt
COC(=O)C1=C(C)N(C(C)C)C(=O)C1(NC(=O)C1CCCCC1)C(F)(F)F (stereo unspecified),1.0,0,0,-1,8,-7,-11,0.0,nt
CC(C)n1c(C(O)c2ccc3c(c2)OCO3)nc2ccccc21 (stereo unspecified),-0.6,1,5,2,11,3,2,-0.1,-1.4
Clc1ccc2[nH]c3c(c2c1)CCc1cn[nH]c1-3,101*,60*,0,4,5,11,-13,90*,-0.72
COc1cc2[nH]cc(C(=O)NCCc3ccccc3)c(=O)c2cc1OC,4.0,6,3,2,6,nt,-6,-0.5,-0.57
N#Cc1sc2nc(-c3ccccc3)cc(C(F)(F)F)c2c1N,0.5,-54,26,50*,23,-23,24,-0.6,-0.92
CCOC(=O)COc1ccc(CCNC(C)=O)cc1,0.9,1,6,1,16,-3,5,-1.1,nt
O=C(NC(=S)Nc1cccc(F)c1)c1cccc([N+](=O)[O-])c1,0.1,23,3,5,8,nt,6,-0.7,151*
CCN(CC)S(=O)(=O)c1ccc2[nH]cc(C(=O)NCCCN3CCCCC3C)c(=O)c2c1 (stereo unspecified),0.1,1,17,0,31,6,-2,0.9,-0.2
COc1ccc(Cl)cc1N(CC(=O)N1CCCCC1)S(C)(=O)=O,-1.5,32,29,12,34,2,22,0.2,1.2
O=C(Cn1cnc2cc([N+](=O)[O-])ccc2c1=O)Nc1cccc(S(=O)(=O)N2CCOCC2)c1,3.8,21,0,-1,12,20,0,1.7,-0.0018
O=C(Nc1cccc(OCC(=O)N2CCOCC2)c1)c1cccc([N+](=O)[O-])c1,-0.5,-13,13,5,4,-8,-2,0.1,-1.2
Cc1ccc2nc(SCc3nc4ccccc4c(=O)[nH]3)[nH]c2c1,25,16,-2,5,8,10,-6,3.3,-0.017
S=C(NCc1ccco1)Nc1cc(-c2ccccc2)[nH]n1,9.9,34,3,2,12,nt,nt,0.8,-1.9
Cc1sc2nc(SCC(=O)NCc3ccco3)n(-c3ccccc3)c(=O)c2c1C,-0.3,2,-3,-8,1,1,-13,-3.5,-0.38
O=C(NCc1ccccc1)Nc1cccc2ccccc12,0.6,-2,-2,-10,5,13,-3,-0.1,0.6
COc1ccc(Cl)cc1S(=O)(=O)NCc1cccs1,-0.2,0,2,3,15,-6,9,1.0,nt
N#Cc1c(-c2cccc(Br)c2)cc(-c2ccco2)[nH]c1=O,7.8,-10,-6,-12,nt,-14,-10,0.0,-1.8
COCCNC(=O)c1ccccc1N(Cc1ccccc1)S(=O)(=O)c1ccc(C)cc1,-0.5,18,-5,-16,0,15,-10,0.9,-0.81
